Screening data deposited in PubChem by The Scripps Research Institute Molecular Screening Center.
V1R ag counter = V1a receptor agonism, counter-screen for OXTR agonists | P37288 | CHO-V1R cells, Fluo-8 calcium fluorescence, agonist mode; 0% DMSO, 100% 3 nM vasopressin | activation, % at 3 µM | 0.25% of 320,000 active;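 active = activation above the mean activation of all tested compounds plus 3 SD, per screening run, cut at about 20% in these data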;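 also: signal is peak over basal fluorescence ratio across a 100 second FLIPR read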
OXTR potentiator = potentiators of human oxytocin receptor. CHO-OTR cells, Fluo-8 calcium fluorescence, potentiator mode; 0% = oxytocin EC15, 100% = EC100. P30559. 0.061% of 320,000 active. AID 2445. activation, % at 3 µM;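 active = activation above that plate's cutoff, the mean activation of tested compounds plus 3 SD, cut at about 6.6% in these data, passing the limit was not always enough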;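 also: 100% uses oxytocin at 75 nM as the full agonist control; some results filed as inactive read as strong as hits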
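Material: CHO-OTR cells, human receptor; compound dosing: single dose, 3.0 µM nominal final compound concentration; schedule: 6 min compound pre-incubation at room temperature, 100 s kinetic read; measured by: kinetic Fluo-8 calcium fluorescence; read-out basis: % activation vs EC15 and EC100 oxytocin; controls: EC15 oxytocin alone as 0%, 75 nM oxytocin as 100%; replicates: singlicate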
CHO parental Ca = counter-screen: ATP calcium response change in parental CHO cells | parental CHO-K1, ATP-induced calcium, Fluo-8 fluorescence | inhibition, % at 5.6 µM | 0.63% of 330,000 active | AID 463079;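 active = inhibition above that plate's mean sample inhibition plus 3 SD, cut at about 26% in these data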;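 also: 0% = ATP-challenged DMSO wells and 100% = DMSO wells without ATP; some compounds past the cut are filed as inactive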
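Material: parental CHO cells / Compound: single nominal dose of 5.6 µM per compound / Signal: Fluo-8 fluorescence / Replicates: singlicate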
M1 ag parental = nonselective activator or artifact in parental CHO-K1 cells; 0.48% of 360,000 active; activation, % at 3 µM; Fluo-8 calcium fluorescence; scaled to maximal ATP response, vehicle zero; AID 602248; in the data active = activation above about 15%;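 also: untransfected CHO-K1 host cells lacking M1 receptor as counterscreen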
M1 ag = human M1 muscarinic receptor agonism; CHO-K1 hM1, Fluo-8 calcium fluorescence, agonist mode; 0% DMSO, 100% acetylcholine EC100; activation, % at 3 µM; 0.33% of 360,000 active;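 active = activation above the run's mean compound activation plus 3 SD, cut at about 16% in these data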;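 also: peak over basal fluorescence ratio within a 140 s kinetic read after compound addition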
Target sequence (P11229 whole entry, looked up): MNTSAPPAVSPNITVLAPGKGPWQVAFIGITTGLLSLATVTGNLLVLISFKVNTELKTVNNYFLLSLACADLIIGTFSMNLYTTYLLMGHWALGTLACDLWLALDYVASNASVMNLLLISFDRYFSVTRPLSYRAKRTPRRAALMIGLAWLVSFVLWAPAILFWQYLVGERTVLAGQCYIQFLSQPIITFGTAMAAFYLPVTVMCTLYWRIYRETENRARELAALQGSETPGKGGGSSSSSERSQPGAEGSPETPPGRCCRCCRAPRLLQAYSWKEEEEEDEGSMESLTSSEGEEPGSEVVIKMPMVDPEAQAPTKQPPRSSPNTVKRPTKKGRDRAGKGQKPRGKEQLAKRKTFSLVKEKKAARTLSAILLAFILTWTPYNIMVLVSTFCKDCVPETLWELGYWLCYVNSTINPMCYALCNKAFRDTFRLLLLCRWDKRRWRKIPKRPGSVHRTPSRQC
CHO-K1 Ca antag = counter-screen for M1 antagonists: effect in parental CHO-K1 cells | 0.6% of 360,000 active | AID 602250 | inhibition, % at 3 µM | ATP-induced calcium, Fluo-8 fluorescence;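 active = inhibition above a per-plate cutoff, the plate's mean sample inhibition plus 3 SD, cut at about 24% in these data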;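 also: 0% = DMSO plus EC80 ATP and 100% = DMSO alone without ATP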
CHO-K1 Ca PAM = nonselective activator or artifact in parental CHO-K1 calcium assay; 0.02% of 360,000 active; ATP EC20, Fluo-8 calcium fluorescence; 0% at ATP EC20, 100% at ATP max; activation, % at 3 µM; AID 602247;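 active = activation above the run cutoff, the mean activation of all test compounds plus 3 SD, cut at about 40% in these data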;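 also: peak over basal fluorescence ratio in a 140 s read after ATP addition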
TAAR1 antag = human TAAR1 antagonism; inhibition, % at 3 µM; CHO RD-HGA16 TAAR1, Fluo-8 calcium fluorescence, antagonist; AID 624466; 1.5% of 360,000 active;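 active = inhibition above a per-plate cutoff, the mean inhibition of test compounds on that plate plus 3 SD, cut at about 49% in these data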;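 also: 0% = DMSO plus EC80 beta-PEA response and 100% = DMSO alone without agonist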
Target sequence (Q96RJ0 whole entry, looked up): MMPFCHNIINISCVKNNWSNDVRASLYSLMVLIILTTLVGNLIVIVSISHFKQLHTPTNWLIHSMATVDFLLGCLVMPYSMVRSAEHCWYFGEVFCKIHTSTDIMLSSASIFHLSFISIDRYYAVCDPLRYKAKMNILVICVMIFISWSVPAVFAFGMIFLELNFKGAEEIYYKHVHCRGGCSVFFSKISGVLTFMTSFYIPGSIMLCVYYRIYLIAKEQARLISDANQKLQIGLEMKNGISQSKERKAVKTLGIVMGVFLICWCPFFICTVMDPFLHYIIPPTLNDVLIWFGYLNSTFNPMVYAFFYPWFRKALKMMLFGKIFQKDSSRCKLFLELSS
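Assay system: CHO-derived RD-HGA16 cells stably expressing human TAAR1 plus Gα16. Timing: 140 s kinetic read after compound, 140 s after agonist. Technique: kinetic Fluo-8 calcium fluorescence measurement. Measure: % inhibition of agonist calcium response.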
TAAR1 agonist = human TAAR1 agonism; CHO RD-HGA16 TAAR1, Fluo-8 calcium fluorescence; vehicle wells 0%, saturating PEA agonist 100%; Q96RJ0; AID 624467; 0.99% of 360,000 active; activation, % at 3 µM;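 active = activation above the mean activation of all test compounds in the run plus 3 SD, cut at about 38% in these data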
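Signal – calcium-sensitive Fluo-8 signal, excitation 470-495, emission 515-575 nm · System – RD-HGA16 (CHO) cells co-expressing Gα16 and hTAAR1 · Incubation – 17-24 h seeding, 75 min 37 °C dye, 30 min RT · Compound dosing – 3 µM single concentration · Repeats – no replicates (n 1)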
An asterisk follows results filed as active. Rows are unselected; about 3.3% have a hit in one of these screens.

What do the screens show for `CCOc1ccc(Cc2noc3c2C(=O)CC(C)(C)C3)cc1OCC`?
V1R ag counter: 0.8; OXTR potentiator: 1; CHO parental Ca: -11; M1 ag parental: 0.5; M1 ag: -6; CHO-K1 Ca antag: 2; CHO-K1 Ca PAM: 4; TAAR1 antag: -3; TAAR1 agonist: 2

What do the screens show for `COc1ccc(CCC(C)Nc2ccc(F)c(F)c2)cc1` (configuration not stated)?
V1R ag counter: -0.8; OXTR potentiator: -6; CHO parental Ca: -26; M1 ag parental: 0.5; M1 ag: -6; CHO-K1 Ca antag: 0; CHO-K1 Ca PAM: -3; TAAR1 antag: 11; TAAR1 agonist: -1

What do the screens show for `O=C(N1CCCCC1)C1(c2ccccc2)CCOCC1`?
V1R ag counter: 1.3; OXTR potentiator: -7; CHO parental Ca: -4; M1 ag parental: 0.2; M1 ag: -3; CHO-K1 Ca antag: 6; CHO-K1 Ca PAM: -3; TAAR1 antag: -6; TAAR1 agonist: 14

Results for O=C(Cn1nc(-c2ccc(Cl)cc2)ccc1=O)N1CCN(c2ccccc2)CC1 ?
V1R ag counter: 1.8; OXTR potentiator: -6; CHO parental Ca: -27; M1 ag parental: -1.0; M1 ag: -1; CHO-K1 Ca antag: -1; CHO-K1 Ca PAM: -10; TAAR1 antag: -5; TAAR1 agonist: -1

How did CN(C)CCNC(=O)C(c1ccccc1)c1ccccc1 do in these assays?
V1R ag counter: 0.0; OXTR potentiator: 3; CHO parental Ca: -4; M1 ag parental: 0.5; M1 ag: -7; CHO-K1 Ca antag: -1; CHO-K1 Ca PAM: 10; TAAR1 antag: 4; TAAR1 agonist: 4

Results for CC(C)CN1CCC1(C)C(=O)Nc1cccc(C#N)c1 (configuration not stated) ?
M1 ag parental: 0.3; M1 ag: -2; CHO-K1 Ca antag: -2; CHO-K1 Ca PAM: -5; TAAR1 antag: -8; TAAR1 agonist: 1

What do the screens show for `O=S(=O)(N[C@@H]1C[C@H]2CC[C@@H]1C2)c1cccs1`?
V1R ag counter: 0.4; OXTR potentiator: -7; CHO parental Ca: -2; M1 ag parental: 1.1; M1 ag: -6; CHO-K1 Ca antag: 0; CHO-K1 Ca PAM: 14; TAAR1 antag: -9; TAAR1 agonist: 4

What do the screens show for `O=C(/C=C/c1cccc([N+](=O)[O-])c1)OCC(=O)N1CCCCC1`?
M1 ag parental: 0.8; M1 ag: -3; CHO-K1 Ca antag: -9; CHO-K1 Ca PAM: -3; TAAR1 antag: 7; TAAR1 agonist: 0

How did CCc1ccccc1NC(=S)N(CCN(C)C)Cc1cccs1 do in these assays?
V1R ag counter: 1.8; OXTR potentiator: 3; CHO parental Ca: -1; M1 ag parental: 0.4; M1 ag: -7; CHO-K1 Ca antag: -10; CHO-K1 Ca PAM: 5; TAAR1 antag: -3; TAAR1 agonist: 1

Results for NC(=O)CCCc1nc(-c2ccccc2Cl)no1 ?
V1R ag counter: 0.9; OXTR potentiator: -3; CHO parental Ca: 3; M1 ag parental: 0.1; M1 ag: -3; CHO-K1 Ca antag: 11; CHO-K1 Ca PAM: -7; TAAR1 antag: 9; TAAR1 agonist: 6

In the list so far, these have nitrogen in an aromatic ring:
What do the screens show for `CCOc1ccc(Cc2noc3c2C(=O)CC(C)(C)C3)cc1OCC`?
V1R ag counter: 0.8; OXTR potentiator: 1; CHO parental Ca: -11; M1 ag parental: 0.5; M1 ag: -6; CHO-K1 Ca antag: 2; CHO-K1 Ca PAM: 4; TAAR1 antag: -3; TAAR1 agonist: 2

Results for O=C(Cn1nc(-c2ccc(Cl)cc2)ccc1=O)N1CCN(c2ccccc2)CC1 ?
V1R ag counter: 1.8; OXTR potentiator: -6; CHO parental Ca: -27; M1 ag parental: -1.0; M1 ag: -1; CHO-K1 Ca antag: -1; CHO-K1 Ca PAM: -10; TAAR1 antag: -5; TAAR1 agonist: -1

Results for NC(=O)CCCc1nc(-c2ccccc2Cl)no1 ?
V1R ag counter: 0.9; OXTR potentiator: -3; CHO parental Ca: 3; M1 ag parental: 0.1; M1 ag: -3; CHO-K1 Ca antag: 11; CHO-K1 Ca PAM: -7; TAAR1 antag: 9; TAAR1 agonist: 6

(list continues)
How did O=C(OCCCOC(=O)c1ccc(O)cc1)c1ccc(O)cc1 do in these assays?
M1 ag parental: 11; M1 ag: 5; CHO-K1 Ca antag: -5; CHO-K1 Ca PAM: -16; TAAR1 antag: 44; TAAR1 agonist: 10

What do the screens show for `O=C(Cc1c(F)cccc1Cl)Nc1cc(S(=O)(=O)N2CCCCC2)ccc1N1CCOCC1`?
V1R ag counter: -0.1; OXTR potentiator: -3; CHO parental Ca: -7; M1 ag parental: 3.1; M1 ag: -2; CHO-K1 Ca antag: 5; CHO-K1 Ca PAM: 12; TAAR1 antag: 10; TAAR1 agonist: 2

Results for CC(OC(=O)CC1CCCC1)C(=O)Nc1ccc(S(N)(=O)=O)cc1 (configuration not stated) ?
V1R ag counter: 1.6; OXTR potentiator: -7; CHO parental Ca: 14; M1 ag parental: 1.8; M1 ag: 0; CHO-K1 Ca antag: 5; CHO-K1 Ca PAM: 12; TAAR1 antag: -9; TAAR1 agonist: 2

Results for O=[N+]([O-])c1ccc(N2CCN(S(=O)(=O)c3ccccc3)CC2)cc1NCCN1CCOCC1 ?
V1R ag counter: -0.4; OXTR potentiator: 2; CHO parental Ca: -24; M1 ag parental: 0.6; M1 ag: -6; CHO-K1 Ca antag: 9; CHO-K1 Ca PAM: 4; TAAR1 antag: -2; TAAR1 agonist: 3

What do the screens show for `COc1ccc(NC(=O)C2CCN(C(=O)[C@@H]3Cc4ccccc4CN3)CC2)cc1`?
V1R ag counter: -0.2; OXTR potentiator: -9; CHO parental Ca: 0; M1 ag parental: 0.3; M1 ag: -4; CHO-K1 Ca antag: 9; CHO-K1 Ca PAM: 2; TAAR1 antag: -14; TAAR1 agonist: 5

How did CCOc1ccc(S(=O)(=O)N(C)CC(=O)NCc2ccccn2)cc1Cl do in these assays?
V1R ag counter: 1.2; OXTR potentiator: -1; CHO parental Ca: -7; M1 ag parental: 0.7; M1 ag: -6; CHO-K1 Ca antag: -14; CHO-K1 Ca PAM: 23; TAAR1 antag: -16; TAAR1 agonist: -3

What do the screens show for `COc1ccc(CCNC(=O)C2CCN(S(=O)(=O)N3CCCCC3)CC2)cc1OC`?
V1R ag counter: -0.1; OXTR potentiator: 1; CHO parental Ca: -4; M1 ag parental: 1.1; M1 ag: -5; CHO-K1 Ca antag: -6; CHO-K1 Ca PAM: 11; TAAR1 antag: 3; TAAR1 agonist: 8

How did CCCC[n+]1c(C)sc2cc(OC)ccc21 do in these assays?
V1R ag counter: 0.9; OXTR potentiator: -4; CHO parental Ca: -8; M1 ag parental: -0.4; M1 ag: 1; CHO-K1 Ca antag: 0; CHO-K1 Ca PAM: 1; TAAR1 antag: 8; TAAR1 agonist: -1

Results for COc1ccnc(Oc2ccc(F)cc2)c1-c1ncn[nH]1 ?
V1R ag counter: 1.8; OXTR potentiator: 4; CHO parental Ca: -3; M1 ag parental: 0.3; M1 ag: -4; CHO-K1 Ca antag: -6; CHO-K1 Ca PAM: 18; TAAR1 antag: 3; TAAR1 agonist: 5

Results for COc1ccc(OCC(=O)Nc2ccc(N3CCN(C(=O)c4ccco4)CC3)cc2)cc1 ?
V1R ag counter: 4.0; OXTR potentiator: -1; CHO parental Ca: 0; M1 ag parental: 6.3; M1 ag: 1; CHO-K1 Ca antag: -15; CHO-K1 Ca PAM: -3; TAAR1 antag: -2; TAAR1 agonist: 3

What do the screens show for `CCc1nc(C)cn1S(=O)(=O)c1cc(Br)ccc1OC`?
V1R ag counter: 0.7; OXTR potentiator: -3; CHO parental Ca: -20; M1 ag parental: 1.0; M1 ag: -3; CHO-K1 Ca antag: -13; CHO-K1 Ca PAM: 25; TAAR1 antag: 2; TAAR1 agonist: 7

How did O=C(NC1CCS(=O)(=O)C1)c1cc(-c2ccccc2)nc2ccccc12 (configuration not stated) do in these assays?
V1R ag counter: 0.2; OXTR potentiator: 7; CHO parental Ca: -7; M1 ag parental: 0.8; M1 ag: -2; CHO-K1 Ca antag: -12; CHO-K1 Ca PAM: 9; TAAR1 antag: -11; TAAR1 agonist: 11

Results for CCN(CC)S(=O)(=O)c1ccc(NC(=O)CSc2nc3nc(C)cc(C)c3c(=O)[nH]2)cc1 ?
M1 ag parental: 0.4; M1 ag: -7; CHO-K1 Ca antag: 1; CHO-K1 Ca PAM: -14; TAAR1 antag: 10; TAAR1 agonist: 10

Results for CCCc1cc(C(=O)Nc2cc(Cl)ccc2O)no1 ?
V1R ag counter: -0.4; OXTR potentiator: -8; CHO parental Ca: 14; M1 ag parental: 1.2; M1 ag: -7; CHO-K1 Ca antag: -8; CHO-K1 Ca PAM: 9; TAAR1 antag: 3; TAAR1 agonist: -2

How did Cc1cccc(C)c1OCC(=O)NCc1nnc(SCC(=O)NC2CCCCC2C)n1C (configuration not stated) do in these assays?
V1R ag counter: -1.0; OXTR potentiator: -4; CHO parental Ca: -1; M1 ag parental: 0.0; M1 ag: -7; CHO-K1 Ca antag: -10; CHO-K1 Ca PAM: 24; TAAR1 antag: 10; TAAR1 agonist: 0

How did CCN(CC(=O)Nc1ccc2c(c1)OCCO2)C(=O)c1cc(Cl)nc2ccccc12 do in these assays?
V1R ag counter: 0.3; OXTR potentiator: -6; CHO parental Ca: -17; M1 ag parental: 1.9; M1 ag: -4; CHO-K1 Ca antag: -9; CHO-K1 Ca PAM: -3; TAAR1 antag: 6; TAAR1 agonist: 18

What do the screens show for `O=C(Nc1ccccc1N1CCN(c2ccc(F)cc2)CC1)c1ccccc1`?
V1R ag counter: -1.0; OXTR potentiator: -12; CHO parental Ca: -28; M1 ag parental: -0.1; M1 ag: -4; CHO-K1 Ca antag: -14; CHO-K1 Ca PAM: 21; TAAR1 antag: 12; TAAR1 agonist: 3

Results for COc1cccc2c1cc1c(=O)n(CC(=O)NCc3ccccn3)nc(C)n12 ?
V1R ag counter: 1.0; OXTR potentiator: -6; CHO parental Ca: -8; M1 ag parental: 5.4; M1 ag: 1; CHO-K1 Ca antag: 1; CHO-K1 Ca PAM: -1

Results for CC1(C)Cc2nc3n[nH]c(N)c3cc2CO1 ?
V1R ag counter: 0.4; OXTR potentiator: 0; CHO parental Ca: -7; M1 ag parental: 0.1; M1 ag: 1; CHO-K1 Ca antag: -13; CHO-K1 Ca PAM: 18; TAAR1 antag: 19; TAAR1 agonist: -1
